SENP7 block – blocks the human protease SENP7 | inhibition, % at 5 µM | Q9BQF6 | 330,000 tested, 1.5% active | recombinant SENP7, Z-RLRGG-aminoluciferin luminescence, 40 min;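 active = inhibition above about 50% at the single test dose, limit read from the data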;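 note: plate controls were DMSO with enzyme for no effect and no enzyme buffer wells for full effect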
Target sequence (Q9BQF6 706-1050 limits assumed): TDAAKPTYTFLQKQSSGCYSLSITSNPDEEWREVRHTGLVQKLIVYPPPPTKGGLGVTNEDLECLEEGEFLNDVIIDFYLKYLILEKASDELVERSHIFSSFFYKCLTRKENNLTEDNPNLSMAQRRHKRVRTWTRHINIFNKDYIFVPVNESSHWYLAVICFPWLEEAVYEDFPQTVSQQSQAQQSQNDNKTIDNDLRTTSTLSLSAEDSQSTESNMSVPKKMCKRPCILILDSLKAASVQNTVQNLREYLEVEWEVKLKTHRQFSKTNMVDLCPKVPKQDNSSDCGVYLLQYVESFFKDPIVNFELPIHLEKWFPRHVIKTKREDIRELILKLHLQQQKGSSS
SENP8 block-1 – SENP8 protease inhibition. inhibition, % at 10 µM. purified SENP8, Z-RLRGG-aminoluciferin cleavage, luminescence. AID 2540. 330,000 tested, 1.2% active. Q96LD8; in the data active = inhibition above about 50%
SENP6 inh – SENP6 protease inhibition; Recombinant SENP6 catalytic domain, aminoluciferin luminescence; inhibition, % at 10 µM; 330,000 tested, 1.8% active;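 active = inhibition above about 50% at the single tested dose, limit read from the data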;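 note: plate controls were DMSO wells with enzyme for no effect and DMSO wells lacking enzyme for full effect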
Target sequence (Q9GZR1 628-1112 limits assumed): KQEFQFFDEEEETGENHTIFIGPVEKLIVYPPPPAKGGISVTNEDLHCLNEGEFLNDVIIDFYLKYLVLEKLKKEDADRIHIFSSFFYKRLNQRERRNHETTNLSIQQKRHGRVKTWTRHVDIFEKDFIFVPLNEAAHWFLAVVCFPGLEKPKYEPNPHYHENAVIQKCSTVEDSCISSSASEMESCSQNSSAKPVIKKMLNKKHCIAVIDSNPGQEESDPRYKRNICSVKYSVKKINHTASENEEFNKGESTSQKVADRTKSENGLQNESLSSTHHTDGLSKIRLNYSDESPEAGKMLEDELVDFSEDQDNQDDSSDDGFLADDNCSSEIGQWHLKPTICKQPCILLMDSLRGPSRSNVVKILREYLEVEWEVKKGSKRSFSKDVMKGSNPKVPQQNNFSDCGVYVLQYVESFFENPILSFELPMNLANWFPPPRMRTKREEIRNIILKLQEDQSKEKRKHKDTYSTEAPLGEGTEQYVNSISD
beta cell repl – induces beta-cell replication in MIN6 cells; MIN6 cells proliferation, ATPlite luminescence, 48 h; cells starved in 0.2% serum; 100% = growth in 10% serum; proliferation, % at 10 µM; 330,000 tested, 0.29% active;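 active = compounds whose signal lies at least 3.5 SD above the mean of all wells on their plate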;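 note: 0% = DMSO-treated cells in low-serum medium and 100% = 10% serum control; some compounds called inactive have numbers as strong as hits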
PfG6PD inh – PfG6PD (Plasmodium falciparum) enzyme inhibition; AID 504690; 350,000 tested, 0.78% active; PfGluPho enzyme, NADPH resazurin-diaphorase fluorescence; inhibition, % at 20 µM;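 active = inhibition reaching at least a set limit at 20 µM in the primary screen, cut at about 59% in these data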;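 note: 0% = DMSO wells with substrate and 100% = DMSO wells lacking glucose-6-phosphate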
UBC13 polyUb – human UBC13 polyubiquitination inhibition; inhibition, % at 20 µM; 330,000 tested, 0.47% active; UBC13 polyubiquitin chain formation, TR-FRET; P61088; in the data active = inhibition above about 45%, passing the limit was not always enough
Target sequence (P61088 whole entry, looked up): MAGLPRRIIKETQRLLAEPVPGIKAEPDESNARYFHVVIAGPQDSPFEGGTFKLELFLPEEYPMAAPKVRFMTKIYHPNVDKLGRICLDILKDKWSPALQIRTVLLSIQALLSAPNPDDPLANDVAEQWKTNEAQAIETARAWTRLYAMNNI
SENP1 inh – blocks the human SENP1 SUMO protease catalytic domain; Q9P0U3; recombinant SENP1 catalytic domain, CyPet-SUMO1-YPet FRET cleavage; inhibition, % at 10 µM; 360,000 tested, 0.21% active; AID 624204;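 active = inhibition at least 30% at 10 µM, raw YFP signal under a set limit, fluorescence ratio 0.5 to 1.5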;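 note: 0% = enzyme with DMSO and 100% = no enzyme wells; some results filed as inactive read as strong as hits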
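Test system: human SENP1 catalytic domain; medium: Tris pH 8 buffer plus EDTA, NaCl, BME, BSA, NP40, catalase; incubation: 50 min reaction at room temperature; technique: FRET, CFP and YFP emission; controls: no-enzyme low control and enzyme-plus-DMSO high control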
HKDC1 inh – HKDC1 (human) hexokinase inhibition; recombinant HKDC1, G6PDH/diaphorase resazurin coupled fluorescence; inhibition, % at 20 µM; 340,000 tested, 0.16% active; AID 493160;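 active = inhibition above about 35% when tested at 20 µM, limit read from the data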;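 note: plate controls were DMSO wells with enzyme for no effect and DMSO wells lacking enzyme for full effect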
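Material – in-house recombinant HK5 (HKDC1) enzyme · Quantity – HKDC1 at 5 µg/mL · Buffer or medium – pH 8.0 Tris buffer with 10 mM MgCl2 · Reagent – glucose with 1 mM ATP · Dosing – single 20 µM dose · Times – reaction time 90 min, room temperature, protected from light · Technique – resorufin fluorescence at 613 nm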
SENP8 block-2 – SENP8 (human) protease inhibition; Q96LD8; recombinant SENP8, Nedd8 substrate fluorescence; inhibition, % at 20 µM; 360,000 tested, 0.64% active; AID 602440; in the data active = inhibition mostly above about 40%, no sharp cut-off; inactive = mostly below about 27%
The depositor's hits bear a star; i = inactive; . = not tested or not shown.

molecule	SENP7 block	SENP8 block-1	SENP6 inh	beta cell repl	PfG6PD inh	UBC13 polyUb	SENP1 inh	HKDC1 inh	SENP8 block-2
COc1ccc(Cl)cc1NC(=O)CN1CCCC1	-1.8	-1.3	-11.4	2.1	-7.4	8.0	1.3	2.7	11.2
O=C(CCn1cnc2ccccc21)N/N=C/c1ccc(O)cc1	2.8	1.9	1.4	-1.4	9.5	-5.8	-0.5	-9.8	0.7
COc1cccc(C(C(=O)NC2CCCC2)N(Cc2cccnc2)C(=O)Cc2cccs2)c1 (stereo not drawn)	-1.0	-3.1	-13.9	0.3	2.3	-1.3	0.9	3.1	22.2
Cc1cc(C)n2nc(C(=O)N/N=C/c3ccccc3Cl)nc2n1	3.0	-0.1	-12.9	-2.0	6.7	-7.9	1.2	-0.1	4.3
CC(=O)c1ccc(NC(=O)C(Cc2ccccc2)NC(=O)c2ccco2)cc1 (stereo not drawn)	4.8	5.3	4.1	-1.4	6.4	-2.1	-1.7	5.7	-2.8
COc1ccc(NC(=O)CN2C(=O)NC(c3ccccc3)(c3ccccc3)C2=O)cc1	1.1	2.0	8.3	2.9	13.8	0.5	2.7	-0.7	2.1
COc1ccc(-c2[nH]ncc2CNC(C)c2ccccc2Cl)cc1F (stereo not drawn)	-2.4	-6.4	1.4	-2.6	10.7	-0.8	0.1	-2.8	-3.0
O=C(COc1cccc2ccccc12)N/N=C/c1ccco1	-2.9	-6.1	-25.0	1.8	31.6	-7.5	1.7	6.0	1.5
CCOC(=O)c1ccc2nc(Nc3nc4ccc(F)cc4s3)sc2c1	5.1	-12.1	-1.3	-5.7	-3.8	26.5	-22.1	4.2	-420.8
CN(C(=O)c1cccc(C#N)c1)c1nnc(C2CCOC2)s1 (stereo not drawn)	-0.2	-0.8	-7.7	-0.7	-5.1	6.7	3.6	0.5	17.7
CCCn1nnc(NC(=O)c2ccccc2Br)n1	2.6	4.8	0.6	-3.2	5.2	4.8	1.6	-8.5	4.1
O=C(O)c1ccccc1NS(=O)(=O)c1ccccc1C(F)(F)F	-7.9	-4.9	-33.4	-1.9	-13.6	-4.0	1.3	-5.9	6.3
C/C=C/c1ccc(OCC(=O)OCC)c(OC)c1	4.2	-8.3	-10.3	-0.6	-4.1	-5.1	1.2	-0.4	17.1
CC(C)(C)C(=O)Nc1ccc2oc(-c3cc(F)c(F)cc3Cl)nc2c1	-12.2	-14.8	-16.7	-3.2	-7.9	12.5	0.6	-0.5	i
NC(=O)c1ccc[n+](CC(=O)c2ccc(NC(=O)c3ccccc3)cc2)c1	0.5	5.2	2.9	-0.9	-11.4	3.7	0.2	-5.1	12.3
COc1ccc(CCN2CC(C(=O)NCc3c(C)n[nH]c3C)CCC2=O)cc1 (stereo not drawn)	-1.7	-3.0	0.8	2.6	-15.0	-1.6	3.8	4.4	5.1
Clc1ccc(Oc2cccc(/C=N/n3cnnc3)c2)cc1	10.8	-0.6	1.2	-2.5	40.7	4.2	1.1	5.7	14.7
CCc1ccccc1NC(=O)/C(=C/c1ccccc1)c1ccccc1	-3.8	-2.1	-8.0	-3.8	29.9	3.1	2.3	-3.9	10.2
CCCc1cc(=O)[nH]c(SCC(=O)c2cc(C)n(C3CC3)c2C)n1	-5.5	-7.4	-10.2	0.5	-40.9	-0.8	-2.0	-0.9	17.3
CCN(CC)CC(C)CNC(=O)CC(C(=O)N1CCc2ccccc21)n1ccnc1 (stereo not drawn)	8.4	0.9	-12.6	-2.9	-1.2	-3.6	-0.5	-5.9	-1.2
Cn1cccc1/C=N/NC(=O)c1cc(-c2cccs2)nc2ccccc12	4.2	4.9	0.7	-3.5	3.0	-9.0	3.2	-3.8	-236.3
CNC(=O)c1cc2c(-c3ccccc3)nn(C)c2s1	7.2	-3.8	-16.0	-1.8	3.7	21.6	1.2	6.1	-181.3
COc1ccc(C(C[N+](=O)[O-])n2nc(C)cc2C)cc1 (stereo not drawn)	-3.3	-1.6	1.4	0.0	20.4	-9.0	3.1	-5.8	-2.9
Cc1ccccc1NC(=S)NC(NC(=O)COc1ccccc1)C(Cl)(Cl)Cl (stereo not drawn)	5.5	8.9	4.9	-3.7	-1.4	5.4	1.0	-3.8	17.7
CSC(=S)NN=C(C)c1cccc(C)n1	.	.	.	.	95.3*	.	2.7	-37.3	9.4
COc1ccc(N2CCN(Cc3cc(OC)c(O)c([N+](=O)[O-])c3)CC2)cc1	-0.9	-11.5	-29.8	0.4	4.3	-27.3	2.5	-12.4	25.7
CCOC(=O)N1CCN(C(=O)/C=C/c2ccc(C(C)(C)C)cc2)CC1	0.3	-5.7	-7.1	-2.8	-3.2	-5.6	1.4	-3.6	16.8
O=[N+]([O-])c1cccnc1N1CCCCC1	-6.6	-2.2	1.1	0.3	1.7	-11.6	5.0	-2.4	12.7
O=C(c1cc2c(s1)CCCCC2)N1CCN(c2ncccn2)CC1	-5.5	-7.7	-13.6	-2.3	-5.8	1.3	1.1	9.7	0.9
COc1ccc(NC(=O)COC(=O)CC2CCCCC2)cc1	1.4	-12.5	-21.1	0.0	1.9	-5.3	3.5	2.2	6.1
Cc1ccc(S(=O)(=O)c2c(COC(=O)c3cccc(Cl)c3)c(-c3ccccc3)nn2C)cc1	8.4	-1.4	-14.7	-3.8	-14.5	-0.4	-0.4	19.5	21.2
CCOc1cc(/C=C(\C#N)c2nc3ccccc3[nH]2)ccc1OC(C)C(=O)O (stereo not drawn)	-7.9	-5.4	-18.9	-2.0	-16.7	-3.0	-72.8	3.8	-208.0
CCCCN1CC(=O)N2[C@H]3c4ccc(OC)cc4OC[C@@H]3[C@H](C(=O)OCC)[C@]2(C)C1=O	-1.0	3.4	-3.8	-1.4	-21.2	-0.1	-0.2	3.8	11.7
COc1ccc(C2=NN(C(=O)c3cccs3)C(c3ccccc3O)C2)cc1 (stereo not drawn)	0.6	0.9	-6.4	-5.8	-13.8	5.8	-1.1	-8.1	-336.1
CCOC(=O)C(C(=O)OCC)=C1OC(=O)c2ccccc21	3.0	-5.2	-10.2	-1.4	2.8	3.8	1.6	-0.8	6.9
CCc1ccc2[nH]c3nc(N/N=C/c4ccc(O)cc4O)nnc3c2c1	-6.2	19.0	4.9	-4.4	-25.9	-19.1	-5.0	-2.4	0.6
CCOC(=O)CC1=NS(=O)(=O)c2ccccc2N1	5.2	0.8	5.3	-0.4	-12.7	5.0	-18.3	-3.2	7.0
CCc1ccc(C2CC(c3ccc(C)cc3)n3nc(N)nc3N2)cc1 (stereo not drawn)	.	.	.	.	4.0	.	0.8	-0.5	-14.6
O=C1CCC(C(=O)N2CCCC(C(=O)c3ccc4c5c(cccc35)CC4)C2)=NN1 (stereo not drawn)	-1.1	-2.5	4.5	2.1	-9.2	-0.9	1.1	-11.2	-73.4
N#Cc1c(N)nc(SCC(=O)OCc2ccccc2)c(C#N)c1-c1ccco1	7.5	-0.7	-8.0	-2.9	9.5	3.5	-15.7	12.2	-297.7
C/C(=C1\SC(N2CCOCC2)=NC1=O)c1ccccc1	-4.9	-9.0	1.5	1.3	2.9	-5.8	3.1	-5.8	5.4
Cc1ccc(N2CC(c3nc4ccccc4n3C)CC2=O)cc1 (stereo not drawn)	-3.9	-3.8	-14.0	1.5	6.8	-4.5	1.0	-2.7	19.6
CC(Nc1ncnc2ccccc12)c1ccccc1 (stereo not drawn)	-17.7	-7.9	-4.3	-4.1	-12.7	-6.0	6.2	1.0	8.2
Cc1ccc(SCCN2CCC(O)CCC2=O)cc1 (stereo not drawn)	-5.8	-0.2	2.2	-4.8	9.9	-4.7	-0.4	-7.3	8.4
COc1ccc(CNC(=O)COC(=O)c2ccc(S(=O)(=O)NCc3ccco3)cc2)cc1	-28.2	-12.9	-10.7	-5.0	-0.7	-11.3	-0.2	2.1	0.9
COc1cc(CC(=O)Nc2ccccc2N2CCCCC2)cc(OC)c1OC	0.9	-3.0	3.0	5.7	-7.8	3.8	-2.4	-3.8	-5.1
O=c1[nH]c(C2CCN(S(=O)(=O)c3ccc4c(c3)OCCO4)CC2)nc2c1nnn2Cc1c(F)cccc1Cl	-2.7	3.0	-53.7	-1.4	-29.6	4.3	2.7	6.8	16.4
Fc1nc(F)c(F)c(NCCCNc2c(F)c(F)nc(F)c2F)c1F	-1.1	-8.0	-18.7	-6.7	6.4	-4.7	1.5	6.8	20.5
CCOC(=O)C1CCCN(CCC(=O)Nc2cc(OC)ccc2OC)C1 (stereo not drawn)	7.2	2.9	6.9	-2.5	8.1	-3.6	0.3	-0.8	6.3
O=C(Nc1cc2c3c(c1)CC(=O)N3CCC2)c1cccc(F)c1	2.5	9.2	-1.1	-2.4	2.9	3.7	0.7	1.0	7.4
O=C(CSc1nnc(-c2ccncc2)n1Cc1ccccc1)Nc1nccs1	-6.0	0.3	-1.0	2.9	-5.6	6.5	2.8	-1.4	-13.6
COc1cc(/C=C2\SC(N3CCc4ccccc4C3)=NC2=O)cc(OC)c1OC	-6.6	2.8	7.8	-4.3	13.2	5.7	-3.6	-6.3	-271.8
O=C(NCc1ccc(F)cc1)C(=O)NCC1CCCN1S(=O)(=O)c1ccccc1 (stereo not drawn)	-2.1	5.6	2.8	-0.8	3.1	2.6	1.0	-5.7	23.1
CC1CCN(C(=S)c2ccc(N(C)C)cc2)CC1	4.9	-0.7	7.8	-0.5	6.3	-1.7	1.3	9.1	16.0
Cc1cc(C(=O)Nc2ccccn2)no1	13.3	2.6	13.0	-0.6	-13.1	-6.3	1.0	-2.2	17.5
COc1ccc(C(=O)COC(=O)CCn2nnc(-c3cccs3)n2)cc1	-2.3	-1.6	-20.8	-2.3	-6.3	-1.3	0.6	-0.7	35.6
COc1ccccc1C1/C(=C(/O)c2ccc(Cl)cc2)C(=O)C(=O)N1CCN1CCOCC1 (stereo not drawn)	-1.0	2.5	7.9	-1.0	-7.7	-5.1	-0.8	1.0	-12.1
CCn1ncc(C2=NOC(C(=O)N3CCN(c4ccccc4)CC3)C2)c1C (stereo not drawn)	4.0	6.9	-6.6	0.5	2.0	1.4	0.4	-11.8	19.5

A different layout for part of the listing above.
Each structure is followed by: SENP7 block, SENP8 block-1, SENP6 inh, beta cell repl, PfG6PD inh, UBC13 polyUb, SENP1 inh, HKDC1 inh, SENP8 block-2
> CCOC(=O)C1CCCN(CCC(=O)Nc2cc(OC)ccc2OC)C1 (stereo not drawn)
 : 7.2, 2.9, 6.9, -2.5, 8.1, -3.6, 0.3, -0.8, 6.3
> O=C(Nc1cc2c3c(c1)CC(=O)N3CCC2)c1cccc(F)c1
 : 2.5, 9.2, -1.1, -2.4, 2.9, 3.7, 0.7, 1.0, 7.4
> O=C(CSc1nnc(-c2ccncc2)n1Cc1ccccc1)Nc1nccs1
 : -6.0, 0.3, -1.0, 2.9, -5.6, 6.5, 2.8, -1.4, -13.6
> COc1cc(/C=C2\SC(N3CCc4ccccc4C3)=NC2=O)cc(OC)c1OC
 : -6.6, 2.8, 7.8, -4.3, 13.2, 5.7, -3.6, -6.3, -271.8
